Screening data (PubChem BioAssay)
TDP43 rescue – rescues yeast growth from TDP-43 toxicity; Potency, µM (series often up to 46.1 µM), for the others: at the top dose growth rescue (activation), most hits filed as activators; TDP-43 expressing yeast growth rescue, BacTiter-Glo, 24 h; 410,000 compounds, 1.8% hits; further: % of control where 0% means no effect; nearly all actives have a fitted effect of over 50% in size
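Yeast cells expressing TDP-43 under galactose induction are exposed to compounds for 24 hr at 30 deg C. BacTiter-Glo luminescence measures growth, so protective compounds score as activators.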
aSyn rescue – inhibitors of alpha-synuclein toxicity in yeast. Yeast expressing alpha-synuclein, growth rescue, BacTiter-Glo, 24 h. Potency, µM (series often up to 46.1 µM), without a hit: at the highest dose growth rescue (activation), usual class: activators. AID 652106. 370,000 compounds, 0.14% hits; further: % of control where 0% means no effect; nearly all actives have a fitted effect of over 65% in size
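Galactose-induced alpha-syn yeast (OD600=0.02, raffinose-pregrown) + pinned cpd, 24 hr, 30 deg C; growth by BacTiter-Glo luminescence. Growth restoration scores as activation.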
EPAC1 antagonist – blocks human EPAC1 exchange factor; O95398; EPAC1 GEF assay, Rap1b-BODIPY-GDP exchange fluorescence; Potency, µM (top dose mostly 115 µM), without a hit: at the top dose activity change, negative = inhibition, usual class: inhibitors; 360,000 compounds, 0.14% hits;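 further: plate controls were vehicle for no effect and positive control for full effect; nearly all actives have a fitted effect of over 50% in size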
PTHR1 ag – agonists of human PTHR1 parathyroid hormone receptor | Q03431 | HEK293 GP2 PTHR1 cells, GloSensor cAMP luminescence, 1 h | 410,000 compounds, 0.075% hits | Potency, µM (doses to about 115 µM), without a hit: at the top dose activation, usual class: activators; further: nearly all actives have a fitted effect of over 55% in size; some results filed as inactive show a strong effect at the top dose; inactives centre near -15; many of its hits are not listed in these tables
Target sequence (Q03431 whole entry, looked up): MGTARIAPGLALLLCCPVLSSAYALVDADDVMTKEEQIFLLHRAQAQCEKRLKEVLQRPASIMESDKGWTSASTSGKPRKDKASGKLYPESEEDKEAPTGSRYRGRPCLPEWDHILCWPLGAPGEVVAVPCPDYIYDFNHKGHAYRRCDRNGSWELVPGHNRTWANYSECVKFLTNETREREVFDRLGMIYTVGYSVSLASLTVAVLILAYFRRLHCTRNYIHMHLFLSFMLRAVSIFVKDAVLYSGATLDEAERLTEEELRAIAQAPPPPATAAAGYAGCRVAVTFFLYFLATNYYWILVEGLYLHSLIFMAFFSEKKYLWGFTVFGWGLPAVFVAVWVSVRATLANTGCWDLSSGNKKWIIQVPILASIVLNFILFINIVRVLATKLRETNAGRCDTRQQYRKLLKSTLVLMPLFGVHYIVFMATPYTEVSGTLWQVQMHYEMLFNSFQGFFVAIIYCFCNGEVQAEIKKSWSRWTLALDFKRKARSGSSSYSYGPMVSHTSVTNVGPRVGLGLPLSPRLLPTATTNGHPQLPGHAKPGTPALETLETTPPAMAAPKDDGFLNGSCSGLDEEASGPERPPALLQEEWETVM
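HEK-293-derived GP2 cells expressing PTHR1 and a GloSensor cAMP reporter, 3,000/well, plated overnight, given luciferin plus IBMX (each 0.5 mM as added) for 1 h at 37 °C, then compound for 1 h at 37 °C. Luminescence was read after 15 min at room temperature.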
EPAC1 ag – agonists of human EPAC1; O95398; Potency, µM (highest dose often 154 µM), for inactives: at the highest dose activation, actives largely listed as activators; 360,000 compounds, 0.073% hits; EPAC1 agonist qHTS, biochemical assay; response scale: 100% = response to 6.5 mM cAMP; AID 720707; further: nearly all actives have a fitted effect of over 60% in size
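Compounds were pinned as a concentration titration into mixtures of EPAC1 (100 nM), BODIPY-GDP-loaded Rap1B (250 nM) and GDP (50 uM). After 5 min at room temperature, fluorescence was followed for 30 min; activity was scaled to 6.5 mM cAMP.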
EPAC2 ag – agonists of human EPAC2 (RAPGEF4) | Q8WZA2 | EPAC2 activation, biochemical qHTS; response scale: 100% = 6.5 mM cAMP response | Potency, µM (top dose mostly 154 µM), for inactives: at the highest dose activation, most hits filed as activators | 360,000 compounds, 0.079% hits | AID 720711; further: nearly all actives have a fitted effect of over 50% in size
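Compounds were added across a concentration range to EPAC2 (100 nM), RAP1B-BODIPY-GDP (250 nM) and GDP (50 uM). After 5 min at room temperature, fluorescence was recorded at 5-min intervals for 30 min.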
FUS yeast rescue – suppressors of FUS proteinopathy in yeast; Potency, µM (highest dose often 76.6 µM), for the others: top-dose growth rescue (activation), hits mostly activators; AID 1347120; 390,000 compounds, 0.24% hits; S. cerevisiae FUS-expressing, growth rescue, OD600, 24 h;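 further: plate controls were DMSO vehicle for no effect and reference control for full effect; nearly all actives have a fitted effect of over 55% in size; some results filed as inactive show a strong effect at the top dose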
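FUS-expressing yeast, raffinose-pregrown, induced in 2% galactose minimal medium at OD 0.005; compounds in a dilution series, 24hr at 30C. Growth restoration read as absorbance at 600 nm. CP55940 positive control, DMSO negative.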
EPAC2 antag – blocks human EPAC2 exchange factor. Potency, µM (highest dose often 114 µM), for the others: at the highest dose activity, negative = inhibition, most hits filed as inhibitors. EPAC2 GEF exchange of Rap1B-BODIPY-GDP, fluorescence. Q8WZA2. 360,000 compounds, 0.18% hits; further: on the % scale 0 is the no-effect control and ±100 the full control effect; nearly all actives have a fitted effect of over 45% in size; many of its hits are not listed in these tables
Starred values were filed as active, the others as inactive; i = inactive; u = inconclusive; x = not tested or not shown; [ ] = dose if it differs, or a comment. The call rests on the fitted dose curve; in most records, active means well fitted curve in the direction sought with a large enough effect; inconclusive means small, poorly fitted or top-dose-only effect, or another doubt; inactive means no such curve, though single readings can be large; an effect the other way counts as inactive or inconclusive. Potency means the concentration at half of the fitted maximal effect. Only part of the results is shown, so the mix of outcomes need not match the whole.

structure	TDP43 rescue	aSyn rescue	EPAC1 antagonist	PTHR1 ag	EPAC1 ag	EPAC2 ag	FUS yeast rescue	EPAC2 antag
CCc1ccc(N2C=C(C(=O)OC)C(c3ccc(OC)cc3)C(C#N)=C2N)cc1 (configuration not stated)	u	25µM*	-10%	-48%[inhibitor]	11%	18%	u	-13%
CCn1ncc2c1C(=O)NC1c3ccccc3C(=O)N21 (configuration not stated)	20%	-3%	12%	-9%[57.5 µM]	-3%	0%	10%	9%
Cc1ccc(-c2c(C)sc3nc(CN4CCN(CC(=O)NC5CC5)CC4)[nH]c(=O)c23)cc1	-3%	0%	6%	i	4%	0%	x	0%
COc1cccc(OC)c1C(=O)NCCNc1nc2cc(C)cc(C)c2cc1C#N	25%	1%	-19%	-42%[inhibitor]	4%	7%	3%	5%
COc1ccccc1CNC(=O)CC1Sc2ccccc2NC1=O (configuration not stated)	-3%	-1%	-6%	i	-8%	-2%	3%	4%
O=C(COC(=O)c1ccccn1)Nc1nc(-c2ccccc2)cs1	-15%	4%	4%	-3%	13%	12%	17%	-4%
COCCNC(=O)c1ccc(CSc2nc3ccccc3s2)cc1	u	-3%	-26%	-89%[inhibitor]	7%	9%	19%	-4%
CCOc1ccc(-c2nnn(CC(=O)NCc3ccc(F)cc3)n2)cc1OCC	-14%	2%	3%	10%[57.5 µM]	-2%	-3%	35%	0%
CC(C)(C)NC(=O)CSc1nc(-c2ccccc2)c(-c2ccccc2)[nH]1	-14%	-1%	12%	-2%[57.5 µM]	0%	-24%	4%	5%
Cc1ccc(-c2cc(-c3nnc(SCC(=O)NC(C)C(C)C)n3N)c3ccccc3n2)cc1 (configuration not stated)	-8%	-1%	-18%	-2%	1%	-3%	18%	0%
CCCCn1c(N)c(N(CCOC)C(=O)CCNC(=O)c2ccc(Br)cc2)c(=O)[nH]c1=O	15%	10%	8%	i	2%	0%	-8%	13%
CC(C)(C)Nc1ncnc2c1cnn2-c1ccccc1	3%	-7%	-11%	i	-12%	7%	-10%	5%
COC(=O)[C@@]12C[C@@H](CC(=O)NCc3ccc(OC)c(OC)c3)C(=O)N(Cc3cccc4ccccc34)C1=CCC(C)(C)C2	27%	5%	-11%	-2%	-2%	1%	40%	-19%
Cc1ccc(S(=O)(=O)N2CCC(=O)N(CCOCc3ccccc3)CC2)cc1	14%	-2%	5%	i	-9%	1%	27%	-5%
O=c1[nH]c(-c2ccccc2)nc2sc(-c3ccccc3)cc12	13%	-3%	10%	-6%	5%	-4%	-7%	-2%
Cc1cc(C)c(C(N)=O)c(Nc2ccc(F)cc2)n1	13%	-2%	3%	-4%	17%	11%	4%	1%
COc1cccc(C2c3c(-c4ccccc4O)n[nH]c3C(=O)N2Cc2ccco2)c1 (configuration not stated)	11%	0%	-1%	-96%[inhibitor]	16%	14%	8%	u
CC(Sc1nnc(C2CC2)n1C1CC1)C(=O)Nc1ccccc1C#N (configuration not stated)	17%	3%	-15%	-7%	1%	5%	-3%	8%
COCC(=O)Nc1cc(OC)c(Cl)cc1OC	9%	-8%	7%	i	-4%	3%	21%	-2%
Cn1c(=O)c2c(nc(SCC(=O)NCC3CCCO3)n2Cc2ccc(F)cc2)n(C)c1=O (configuration not stated)	15%[9.22 µM]	1%	-2%	i	7%	-4%	5%	8%

A second format for some results above:
Results follow in this order: TDP43 rescue	aSyn rescue	EPAC1 antagonist	PTHR1 ag	EPAC1 ag	EPAC2 ag	FUS yeast rescue	EPAC2 antag
O=c1[nH]c(-c2ccccc2)nc2sc(-c3ccccc3)cc12
 : 13%	-3%	10%	-6%	5%	-4%	-7%	-2%
CC(Sc1nnc(C2CC2)n1C1CC1)C(=O)Nc1ccccc1C#N (configuration not stated)
 : 17%	3%	-15%	-7%	1%	5%	-3%	8%
CC(C)(C)Nc1ncnc2c1cnn2-c1ccccc1
 : 3%	-7%	-11%	i	-12%	7%	-10%	5%
COCC(=O)Nc1cc(OC)c(Cl)cc1OC
 : 9%	-8%	7%	i	-4%	3%	21%	-2%
CCCCn1c(N)c(N(CCOC)C(=O)CCNC(=O)c2ccc(Br)cc2)c(=O)[nH]c1=O
 : 15%	10%	8%	i	2%	0%	-8%	13%
Cc1ccc(S(=O)(=O)N2CCC(=O)N(CCOCc3ccccc3)CC2)cc1
 : 14%	-2%	5%	i	-9%	1%	27%	-5%
COC(=O)[C@@]12C[C@@H](CC(=O)NCc3ccc(OC)c(OC)c3)C(=O)N(Cc3cccc4ccccc34)C1=CCC(C)(C)C2
 : 27%	5%	-11%	-2%	-2%	1%	40%	-19%

The list continues:
structure	TDP43 rescue	aSyn rescue	EPAC1 antagonist	PTHR1 ag	EPAC1 ag	EPAC2 ag	FUS yeast rescue	EPAC2 antag
COc1ccc(COC(=O)C2=C(C)NC(=O)NC2c2cccc(Br)c2)cc1 (configuration not stated)	14%	1%	8%	-23%	15%	6%	-23%	-21%
O=C(Nc1cccc(O)c1)c1ccc(NC(=O)c2cccs2)cc1	3%	-6%	-2%	i	2%	8%	15%	-8%
Cc1ccc(N=C2NC(=O)S/C2=C\c2ccco2)cc1	14%	-5%	-10%	-3%	12%	9%	29%	-8%
CCCC(CCC)C(=O)Oc1cc(C)[nH]c(=O)c1[N+](=O)[O-]	-18%	-2%	-14%	i	-7%	1%	-4%	3%
COc1ccc(OC)c(-c2cc(C(=O)N3CCCc4ccccc43)no2)c1	u	25%	-19%	14%	20%	17%	-12%	-10%
CC(C)N1CCC(=NNc2ccc(S(=O)(=O)N3CCOCC3)cc2[N+](=O)[O-])CC1	1%	0%	-25%	i	-8%	5%	x	-4%
O=C(CCn1cccc1)Nc1cc(F)ccc1F	-5%	-13%	9%	i	-6%	-3%	5%	22%
COc1ccc(NC(=O)C(Cl)=C(Cl)Cl)cn1	13µM*	6%	4%	i	4%	7%	-7%	1%
O=C(CNC(=O)c1ccccc1)OCN1C(=O)c2ccccc2C1=O	3%	-3%	-1%	i	-6%	-5%	-15%	14%
Cc1c(Br)c([N+](=O)[O-])nn1CC(=O)NCc1cccnc1	-2%	2%	7%	-10%	-2%	-2%	0%	12%
COc1cc(OC)cc(C(=O)NC(C(=O)NNC(=O)c2ccc(C)cc2)C(C)C)c1 (configuration not stated)	18%	-9%	-28%	-1%	13%	6%	-14%	0%
O=C(Nc1ccnn1C1CCN(C(=O)c2ccc(F)cc2)CC1)C1CCOC1 (configuration not stated)	3%	-6%	-4%	i	4%	4%	x	11%
CCC(CO)Oc1cc(NCc2cccc(Cl)c2)c2ncn(C(C)C)c2c1 (configuration not stated)	1%	-5%	-23%	-10%	2%	9%	u	-18%
Cc1cccc(C)c1NC(=O)C1CCCNC1 (configuration not stated)	20%	1%	-1%	-4%	-6%	-3%	-1%	6%
O=C(c1ccc(F)cc1)C1CCN(Cc2ccccc2F)CC1	14%	1%	13%	i	9%	8%	-27%	3%
CC(On1nnc2ccccc21)C(=O)N1CCN(Cc2ccccc2)CC1 (configuration not stated)	0%	-3%	-5%	i	1%	8%	2%	5%
O=C(c1ccncc1)c1ccc(N2CCN(C3CC(=O)N(Cc4ccccc4)C3=O)CC2)cc1 (configuration not stated)	-13%	11%	-10%	-37%[inhibitor][57.5 µM]	0%	3%	36%	-6%
CCOC(=O)/C(C#N)=C/NC(=O)NC(C)(C)C	-8%	1%	2%	i	2%	5%	-6%	4%
CCCn1c(=N)n(CC(=O)c2ccc(OCC(=O)OC)cc2)c2ccccc21	11%	-1%	-5%	-20%	4%	9%	20%	-1%
CN1CC=C2C(C#N)=C(N)C(C#N)(C#N)C(c3ccsc3)C2C1 (configuration not stated)	-5%	3%	u	i	63µM*	u	22%	-25%
CC(=O)Nc1ccc(S(=O)(=O)N2c3ccccc3NC(=O)CC2C)c(Cl)c1 (configuration not stated)	9%	2%	-7%	-5%	3%	3%	-7%	-2%
COc1cc(NC(=O)c2ccccc2Cl)ccc1NC(=O)c1cccs1	25%[9.22 µM]	0%	1%	-21%	8%	15%	-1%	-5%
COc1ccc(C2CC2/C(=N/OC(=O)c2cccs2)c2ccccc2)cc1 (configuration not stated)	u	-27%	5%	-11%	-2%	6%	-12%	4%
CCOC(=O)Cc1csc(SCC(=O)NC2CCCCC2)n1	-15%	-11%	-10%	12%	-7%	u	-24%	-23%
CCOC(=O)Cc1csc(NC(=O)c2ccc(N3CCOCC3)cc2[N+](=O)[O-])n1	-16%	-1%	2%	-49%[inhibitor]	0%	10%	-42%	5%
C[C@H](NS(=O)(=O)c1ccc(Cl)cc1)C(=O)OCC(=O)NCCc1ccc(S(N)(=O)=O)cc1	12%	-3%	-12%	i	0%	2%	5%	13%
CCOC(=O)c1c(/N=C/c2cc([N+](=O)[O-])ccc2O)sc(C)c1C	13%	-1%	20%	-18%	-5%	-3%	-9%	3%
CC1CCN(Cc2ccc(NC(=O)C3CCN(c4nnc(-n5cccc5)s4)CC3)cc2)CC1	u	-5%	-7%	-42%[inhibitor]	-33%[inhibitor]	-3%	14%	1%
O=C(COC(=O)c1ccc(NS(=O)(=O)c2ccc(F)c(F)c2)cc1)NCC1CCCO1 (configuration not stated)	-15%	-1%	1%	-57%[inhibitor]	0%	-1%	26%	-1%
Cc1ccccc1NS(=O)(=O)c1ccc(C(=O)N2CCC2)cc1	0%	-2%	-12%	i	2%	26%	7%	5%
Cn1cc(C(=O)c2cccc(Cl)c2Cl)cc1C#N	8%	0%	-13%	-11%	-2%	20%	8%	-4%
